# Screening data from PubChem.
# LRH-1 inv ag: LRH-1 (NR5A2) inverse agonists, primary screen, cell-based, luminescence, HEK293T, StAR-luciferase reporter | inhibition, % at 3.6 µM | LRH-1 transfected, 24 h | AID 602396, 2012 | Nuclear receptor subfamily 5 group A member 2 (Homo sapiens), O00482 | hit rate 0.13% among 360,000;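 active = inhibition above the mean inhibition of all tested compounds plus 3 SD, cut at about 73% in these data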;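 also: 0% = DMSO wells and 100% = reporter-only cells lacking LRH-1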
# COUP-TFII inh: NR2F2 transcriptional activity inhibitors, primary screen, cell-based, luciferase reporter, HEK293T, luminescence; COUP transcription factor 2 (Homo sapiens), P24468; HEK293T NGFI-A luciferase reporter; inhibition, % at 8.6 µM; hit rate 0.7% among 370,000; AID 686940, 2013;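 active = inhibition above a per-plate cutoff, mean inhibition of test wells between control levels plus 3 SD, cut at about 38% in these data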;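 also: cells cotransfected with COUP-TFII expression vector driving the NGFI-A reporter; 0% = median of COUP-TF2 test wells and 100% = reporter-only cells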
# Target sequence (P24468 whole entry, looked up): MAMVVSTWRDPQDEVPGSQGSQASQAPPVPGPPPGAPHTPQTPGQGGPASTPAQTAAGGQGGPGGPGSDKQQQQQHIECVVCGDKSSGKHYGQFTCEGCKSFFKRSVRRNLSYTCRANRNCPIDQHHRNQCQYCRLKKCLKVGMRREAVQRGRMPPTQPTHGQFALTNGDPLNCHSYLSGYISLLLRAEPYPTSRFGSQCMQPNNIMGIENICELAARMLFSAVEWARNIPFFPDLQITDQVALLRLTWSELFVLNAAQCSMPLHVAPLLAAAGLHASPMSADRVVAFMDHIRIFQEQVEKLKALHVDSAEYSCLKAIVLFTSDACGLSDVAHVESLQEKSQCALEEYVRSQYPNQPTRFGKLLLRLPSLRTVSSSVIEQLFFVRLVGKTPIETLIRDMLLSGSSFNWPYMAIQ
# NCOA2 inhibitor: inhibition of GAL4-SRC2 driven luciferase reporter, primary screen, SRC2 inhibitor project, cell-based, luminescence. Nuclear receptor coactivator 2 (Homo sapiens), Q15596. HEK293 GAL4-SRC2 luciferase reporter. inhibition, % at 9 µM. hit rate 0.17% among 370,000;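 active = inhibition above the mean inhibition of all tested compounds plus 3 SD, set per campaign, cut at about 52% in these data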;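 also: 0% = DMSO treated cells and 100% = cells given Gossypol at 36 µM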
# ABHD5-PLIN5 inh: ABHD5-PLIN5 interaction inhibitors, primary screen, cell lysate, split luciferase complementation, luminescence. inhibition, % at 4 µM. hit rate 0.78% among 360,000. Perilipin-5 (Homo sapiens) + 1-acylglycerol-3-phosphate O-acyltransferase ABHD5 (Homo …. Split G. princeps luciferase complementation, 4 h;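 active = inhibition above the mean inhibition across every tested compound plus 3 SD, cut at about 22% in these data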;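 also: 0% = DMSO only wells and the 100% control is not disclosed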
# MC4R antag cAMP: MC4R antagonists of cAMP signaling, primary screen, cell-based, TR-FRET, antagonist arm of biased-ligand search; Melanocortin receptor 4 (Homo sapiens), P32245; MC4R-expressing cells, MTII-stimulated cAMP, LANCE TR-FRET; inhibition, % at 6.5 µM; hit rate 0.48% among 360,000; AID 540295, 2011;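 active = inhibition above its plate's cutoff, the mean of tested wells on that plate plus 3 SD, cut at about 29% in these data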;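 also: 0% = Melanotan II alone and 100% = Melanotan II plus saturating MCL0020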
# Target sequence (P32245 whole entry, looked up): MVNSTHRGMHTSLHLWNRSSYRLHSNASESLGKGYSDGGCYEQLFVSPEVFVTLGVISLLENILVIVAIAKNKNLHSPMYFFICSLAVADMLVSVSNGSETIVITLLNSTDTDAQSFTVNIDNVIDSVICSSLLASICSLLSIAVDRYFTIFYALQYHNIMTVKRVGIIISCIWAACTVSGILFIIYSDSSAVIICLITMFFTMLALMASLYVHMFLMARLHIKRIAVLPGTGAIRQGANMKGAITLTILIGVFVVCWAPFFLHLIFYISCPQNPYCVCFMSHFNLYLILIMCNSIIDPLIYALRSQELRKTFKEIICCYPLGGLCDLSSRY
#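 Material – human MC4R-expressing U2OS cells · Repeats – no replicates · Detection – TR-FRET with Eu-cAMP and labeled anti-cAMP, 671 nm · Times – compound 30 min, challenge 1 h, detection 1 h · Compound – single nominal compound dose of 6.5 µM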
# NCOA1 inh: SRC1 coactivator transcriptional activity inhibitors, primary screen, cell-based, luminescence | inhibition, % at 3.6 µM | hit rate 0.12% among 360,000 | Nuclear receptor coactivator 1 (Homo sapiens), Q15788 | HEK293 GAL4-SRC1 luciferase reporter | AID 588354, 2011;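 active = inhibition above the campaign mean plus 3 SD, with each screening campaign given its own cutoff, cut at about 60% in these data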;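 also: 0% = DMSO treated cells and 100% = gossypol at 36 µM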
# TLR9-MyD88 block: inhibitors of TLR9-MyD88 association in cells, primary screen, cell-based, CHO, BLA complementation, fluorescence | Toll-like receptor 9 (Homo sapiens) + Myeloid differentiation primary response protein … | CCF4 FRET ratio | inhibition, % at 4.98 µM | hit rate 0.21% among 340,000;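 active = inhibition above the mean over all tested compounds plus 3 SD, cut at about 21% in these data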;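 also: 0% = DMSO only wells and 100% = clavulanate BLA inhibitor control wells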
# NCOA3 inh: SRC3 coactivator transcriptional activity inhibitors, primary screen, cell-based, luminescence; Nuclear receptor coactivator 3 (Homo sapiens), Q9Y6Q9; hit rate 0.17% among 360,000; HEK293 GAL4-SRC3 luciferase reporter; inhibition, % at 3.6 µM;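 active = inhibition above a per-campaign cutoff, the mean of all compounds plus 3 SD, cut at about 60% in these data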;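 also: 0% = DMSO-treated cells and 100% = gossypol-treated cells at 36 µM; higher means less SRC3-driven luciferase light from the GAL4 reporter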
# MC4R ag barr: MC4R agonists recruiting beta-arrestin, primary screen, cell-based, luminescence, agonist arm of biased-ligand search. U2OS MC4R beta-arrestin complementation; percent of melanotan II response, DMSO zero. Melanocortin receptor 4 (Homo sapiens), P32245. hit rate 0.98% among 360,000. activation, % at 8.9 µM;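 active = activation above a per-plate cutoff, the mean activation of sample wells on that plate plus 3 SD, cut at about 8% in these data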
# LMP1 NFkB inh: EBV LMP1-driven NF-kappaB luciferase reporter inhibitors, primary screen, cell-based, luminescence, single point. LMP1-induced NF-kappaB luciferase reporter cells. inhibition, % at 12.5 µM. hit rate 0.69% among 350,000. AID 504558, 2011; in the data active = inhibition above about 41%;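 also: 0% = neutral control wells and 100% = reference inhibitor control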
# NOD2-RIPK2 inh: NOD2-RIPK2 binding disruptors in cells, primary screen, fluorescence, CHO cells, BLA complementation | CCF4 ratio | AID 624267, 2012 | inhibition, % at 4.98 µM | hit rate 0.38% among 360,000 | Receptor-interacting serine/threonine-protein kinase 2 (Homo sapiens), O43353; in the data active = inhibition above about 21%;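 also: 0% = vehicle only and 100% = reference blocker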
# An asterisk follows results filed as active; . = not tested or not shown. These rows are one share of the data; count on the stated rates, not on these rows.
SMILES,LRH-1 inv ag,COUP-TFII inh,NCOA2 inhibitor,ABHD5-PLIN5 inh,MC4R antag cAMP,NCOA1 inh,TLR9-MyD88 block,NCOA3 inh,MC4R ag barr,LMP1 NFkB inh,NOD2-RIPK2 inh
Brc1cnc(N2CCCC2)nc1N1CCCCC1,15.3,-6.7,-1.8,-8.3,2.4,-1.3,1.2,14.0,2.0,2.2,-13.5
COc1cccc(-c2cc(NC(C)=O)c3ncc(-c4cccc(C(C)=O)c4)n3c2)c1,17.4,0.9,15.1,-0.1,8.1,-6.5,.,10.2,3.0,.,8.1
CC(C)Cc1nnc(NC(=O)CCC(=O)NCc2ccccc2Cl)s1,-11.6,-5.6,-5.5,-4.9,2.7,3.0,0.5,-5.0,-1.3,4.5,-2.5
CCOC(=O)c1oc2ccccc2c1CSc1nnc(-c2ccco2)o1,0.3,11.3,-19.9,2.1,8.7,-13.9,1.3,1.2,-0.1,2.4,6.5
CN(C)c1nc2c(N)ncnc2n1[C@H]1O[C@@H](CO)[C@H](O)[C@@H]1O,2.9,-12.7,16.1,14.2,16.9,-11.9,3.6,4.7,-0.9,-0.5,-3.0
CCOc1ccccc1-n1c(SCC(=O)NC(C)(C)C)nnc1-c1ccoc1C,0.4,-5.4,13.7,-1.5,4.9,-8.7,-0.2,4.2,-0.9,3.0,-4.3
CCOCCCNC(=O)c1ccc(CS(=O)(=O)Cc2ccc(C)cc2)o1,-3.8,11.3,-4.9,-6.6,7.7,-16.1,0.1,-2.2,-0.1,-3.5,1.8
Cc1nc(CNS(=O)(=O)c2cc([N+](=O)[O-])ccc2C)cs1,13.2,-13.5,8.0,4.7,-0.2,7.2,-1.9,5.2,0.0,-4.8,-16.3
COc1ccc(C(=O)N2CCC(n3c(C)nc4cc(F)ccc43)CC2)cc1OC,4.8,-11.5,-9.5,3.0,-6.0,-18.2,-10.3,11.7,-0.9,3.2,-3.4
CCOc1ccccc1NC(=O)c1cc(SC)ccc1Cl,-2.1,18.0,10.5,-9.5,1.9,-4.8,-2.3,20.5,2.6,-2.9,4.8
O=C(CSc1nncs1)Nc1cc(S(=O)(=O)N2CCOCC2)ccc1N1CCCC1,-6.8,2.0,-32.8,1.6,3.1,13.8,-3.7,6.2,-1.3,-2.3,-3.2
COc1cc(/C=C/C(=O)O)ccc1OS(=O)(=O)c1c(C)cc(C)cc1C,13.0,-11.9,-25.5,8.7,0.1,-9.6,-4.0,-11.0,-2.1,-3.8,-1.7
CN(CC(=O)Nc1ccc(F)cc1)C(=O)CCc1nc2ccccc2c(=O)[nH]1,-29.8,-3.5,-38.2,-0.3,-4.0,-6.6,-62.2,1.5,-1.9,4.5,-4.4
CCCN1CCN(CCCNC(=O)C2CCN(c3nnc(-n4c(C)ccc4C)s3)CC2)CC1,-2.5,9.4,-26.9,-18.5,6.2,10.2,-9.9,-4.8,0.0,-25.1,6.0
Clc1ccccc1Nc1c2c(nc3ncnn13)CCC2,5.8,-9.5,-22.6,-4.2,1.1,-23.1,0.1,-4.3,-2.1,4.1,3.1
CCn1c(SCC(=O)NCc2cccs2)nnc1-c1cccs1,19.4,16.6,11.3,-3.5,-3.5,-13.0,-12.2,-6.1,0.1,-3.8,-13.8
COCc1c(C(=O)OC)nnn1-c1ccc(C(F)(F)F)cc1[N+](=O)[O-],13.6,2.4,16.4,0.7,2.8,-7.3,-2.1,3.9,-2.3,-4.8,-6.5
CCCCNC(=O)C1(C)CCN1C(=O)c1ccccc1Br (stereo not given),3.6,1.9,-22.7,5.4,5.1,-18.8,.,0.5,-1.9,.,-8.6
Cc1ccc(CN(C)Cc2cc(=O)oc3cc(C)c(Cl)cc23)cc1,8.1,12.4,5.1,1.2,8.7,1.9,9.7,8.2,2.0,-1.6,4.6
c1ccc(CSc2snnc2-c2ccccc2)cc1,5.0,7.8,-28.8,-2.3,1.4,-13.7,8.2,-19.9,-0.6,-9.6,-9.3
Cc1cc(NC(=O)COC(=O)c2n[nH]c3ccccc23)no1,-22.8,5.1,-18.6,-5.5,1.3,-27.1,-4.9,-13.7,1.0,26.9,-3.9
COc1ccc(/C(N)=N/OC(=O)CC2CCCCC2)cc1OC,-7.5,-26.8,4.7,-8.9,2.2,-10.0,-6.8,-19.1,-0.3,-25.2,6.5
CC(Sc1ccccc1F)C(=O)Nc1cccc(S(=O)(=O)N2CCOCC2)c1 (stereo not given),9.4,-13.5,9.3,2.4,6.0,-19.2,-4.1,7.4,-0.6,6.7,-8.6
CN(C)c1ccc(NS(=O)(=O)c2cc3c4c(c2)CC(=O)N4CCC3)cc1,7.3,-4.3,-18.4,12.6,3.8,-10.1,7.5,-22.6,2.6,-7.0,-10.2
CCNC(=O)c1c(O)c2ccccc2[nH]c1=O,-28.8,2.2,-10.6,0.0,8.1,-15.2,3.3,-44.6,0.3,6.2,-20.0
COc1ccc(NC(=O)N2CCCC2C(=O)Nc2ccc(C)cc2)cc1 (stereo not given),-5.6,4.6,-19.1,2.4,9.7,-9.3,0.1,-11.5,-0.7,-0.3,5.8
CCC(=O)N1CCCc2cc(S(=O)(=O)N3CCN(C4CCCCC4)CC3)ccc21,19.5,14.9,-11.4,0.3,1.6,0.3,-6.8,4.2,0.6,5.0,-4.8
C(=C\c1ccccc1)/C=N/Nc1nc2ccccc2s1,-107.8,-60.6,-23.9,-1.7,-1.6,-104.5,11.5,-113.3,7.0,-87.6,0.2
COc1cccc(C2CC(=O)NC3=C2C(=O)CCC3)c1 (stereo not given),7.9,-9.9,-0.9,-6.6,0.5,0.1,7.7,10.8,1.2,-0.4,9.6
Cc1cccc(NC(=O)c2ncn3c2C(=O)N(C)CC3)c1,29.1,-11.8,0.7,-11.8,6.0,2.3,-2.5,6.3,0.2,-8.1,-9.5
Cc1ccc(-n2c(O)c(/C=C3/C(c4ccccc4)=Nc4ccccc43)c(=O)[nH]c2=O)cc1,-10.0,-13.9,-61.3,20.4,-14.8,-21.0,3.1,5.9,-0.7,-12.2,-3.4
CCOc1ccc(-n2c(SCC(=O)Nc3ccc(C(=O)O)cc3)nc3ccccc3c2=O)cc1,-2.5,16.6,-5.0,0.7,5.8,1.0,6.3,9.5,0.0,6.3,-7.5
COc1cc(-c2nnc(NC(=O)CS(=O)(=O)c3ccc(F)cc3)o2)cc(OC)c1OC,3.9,9.8,17.0,-3.1,-0.3,-6.2,-5.2,-41.9,-0.6,-3.2,-18.1
Cc1ccc(C(=O)O)cc1NC(=O)Nc1ccc2c(c1)OCO2,-28.2,-2.8,-36.3,-1.0,30.4*,-28.4,-5.6,-23.7,2.1,-6.3,-6.9
CN1CCN(c2ccc(NC(=S)NC(=O)/C=C/c3ccco3)cc2)CC1,-82.9,-26.4,-31.1,-6.8,-1.6,-36.6,8.5,-60.0,-3.2,-10.9,5.5
O=C(NCc1ccco1)c1ccc2snnc2c1,-11.6,-2.3,-19.7,5.7,0.7,-5.5,10.8,-26.8,-0.1,-0.1,-1.9
Cc1ccccc1OCCC(=O)OCC(=O)N1c2ccccc2NC(=O)C1(C)C,-2.1,-10.3,-5.7,-4.0,6.8,-1.9,4.3,-11.3,-3.3,-3.6,-2.4
CCOC(=O)C1=C(O)/C(=C/c2ccc(-c3ccccc3C(=O)O)o2)SC1=Nc1ccc(C)cc1,4.3,-15.6,-9.1,26.6*,-5.1,-14.7,4.1,18.9,3.8,-5.1,4.9
COc1ccc(NC(=O)c2cccc(NC(=O)c3ccccc3)c2)c(OC)c1,11.3,-14.2,-6.8,1.6,-5.5,4.7,-11.3,-6.7,0.2,17.2,-1.2
C=CCc1cccc2cc(C(=O)N3CCN(C(=O)OCC)CC3)c(=O)oc12,2.5,10.1,14.5,-5.4,-1.6,-15.5,15.5,3.6,-1.4,-1.0,10.1
O=C(NC(=S)Nc1ccccc1C(=O)O)c1cncc(Br)c1,-4.5,5.6,-10.0,-7.9,-1.4,1.5,-18.0,-24.6,-1.5,3.2,5.1
CC1(C)Cc2cccc(OCC(=O)OCC(=O)NCc3ccc(F)cc3)c2O1,2.0,-0.3,12.3,0.6,8.2,-9.3,-5.0,10.6,-1.6,3.2,8.0
COc1ccc(N(C)S(=O)(=O)c2ccc3c(c2)CC(C)N3C(=O)C2CC2)c(OC)c1 (stereo not given),0.4,8.3,-11.2,-2.4,-4.3,14.8,-2.1,1.0,-1.9,10.4,7.1
COc1cc2ccnc(C=O)c2cc1OC,-23.4,.,.,-0.8,-14.9,-1.3,16.6,-1.2,0.2,11.1,-5.3
Cc1cc(Cl)c(OCCOCCN2CCCCC2)c(Br)c1,9.8,9.5,4.6,3.6,7.5,-7.6,-3.9,14.2,-1.1,-0.5,-2.0
CCN(C(=O)COC(=O)c1ccc(O)cc1O)c1c(N)n(Cc2ccccc2)c(=O)[nH]c1=O,-27.9,16.2,5.0,-6.7,12.5,-19.1,0.8,-5.3,-1.1,-1.4,-8.6
Cc1cc(C(=O)Cn2cnc3cc([N+](=O)[O-])ccc3c2=O)c(C)n1CC1CCCO1 (stereo not given),-17.2,19.5,-19.9,0.5,7.3,-32.0,-6.0,1.7,-1.9,3.7,-2.8
CCCCN1Cc2c(nc3cc(-c4ccccc4)[nH]n3c2=O)C1=O,9.0,1.8,-7.8,3.0,2.3,-4.3,3.9,19.1,-0.3,-0.8,-1.6
COc1ccc(NC(=O)CSc2nnc(Cc3ccccc3)c(=O)n2N)cc1OC,-18.5,-17.1,17.6,-8.4,4.9,-7.5,2.8,-41.0,1.8,4.7,-8.8
CC(C)c1ccc(C(=O)OCC(=O)NC2CCCC2)cc1,16.7,-0.4,-4.4,7.6,-0.3,6.2,3.1,6.9,-0.1,-5.2,-21.6
